Bioassay records as filed in PubChem BioAssay.
CSN inh: CSN deneddylation inhibition | 0.38% of 360,000 active | Q92905 | inhibition, % at 12.5 µM | AID 651999 | Purified CSN, SCF-Nedd8-OG deneddylation, fluorescence polarization;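 active = pattern-corrected inhibition above about 35%, with an unprinted fluorescence ratio check between 0.5 and 1.5, limit read from the data, passing the limit was not always enough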;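 also: 0% = enzyme with substrate and 100% = substrate without enzyme; some results filed as inactive read as strong as hits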
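Material: purified human Csn5 enzyme expressed in HEK293T cells / Medium: Tris buffer pH 7.5, NaCl, DTT, Tween-20, trehalose, ovalbumin / Compound dosing: 12.5 µM single point / Schedule: 90 min incubation of compound, enzyme and substrate at room temperature / Signal: fluorescence polarization of the substrate / Control set: no-enzyme wells high, enzyme-with-substrate wells low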
bovine MsrA act: bovine methionine sulfoxide reductase A activation; purified bovine MsrA, absorbance read-out; activation, % at 10.6 µM; 0.3% of 360,000 active; AID 602163; in the data active = activation above about 7.5%;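 also: 0% = vehicle and 100% = reference activator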
E coli Lon inh: E. coli protease La inhibition; P0A9M0; purified E. coli Lon protease, fluorescence polarization; inhibition, % at 7.94 µM; 0.42% of 360,000 active; in the data active = inhibition above about 13%, passing the limit was not always enough;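 also: 0% = enzyme with probe and DMSO and 100% = no enzyme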
MsrA inh: inhibits bovine methionine sulfoxide reductase A | purified bovine MsrA, absorbance read-out | inhibition, % at 15.5 µM | 0.75% of 360,000 active | AID 651718; in the data active = inhibition above about 4.5%;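 also: 0% = vehicle wells with enzyme and 100% = reference inhibitor wells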
Neddylation inh: cullin neddylation inhibition; TR-FRET cullin neddylation, biochemical; calls only at 25 µM; 0.58% of 360,000 active; AID 651699; in the data active = inhibition above about 36%
FAS-TE inh: blocks the thioesterase domain of human fatty acid synthase. AID 602261. recombinant FAS-TE, OMFH fluorogenic substrate, fluorescence endpoint. 0.67% of 360,000 active. inhibition, % at 15 µM. P49327;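 active = compounds whose normalised, plate-corrected inhibition of enzyme fluorescence in the single-dose primary screen is 50% or more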;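 also: 0% = DMSO with enzyme and 100% = substrate without enzyme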
Rin1 Abl inh: human Rin1-Abl interaction inhibition. P00519+Q13671. TR-FRET Rin1/Abl binding, biochemical. inhibition, % at 7.35 µM. 0.4% of 360,000 active. AID 588664; in the data active = inhibition above about 5%, passing the limit was not always enough
Target sequence (P00519 whole entry, looked up): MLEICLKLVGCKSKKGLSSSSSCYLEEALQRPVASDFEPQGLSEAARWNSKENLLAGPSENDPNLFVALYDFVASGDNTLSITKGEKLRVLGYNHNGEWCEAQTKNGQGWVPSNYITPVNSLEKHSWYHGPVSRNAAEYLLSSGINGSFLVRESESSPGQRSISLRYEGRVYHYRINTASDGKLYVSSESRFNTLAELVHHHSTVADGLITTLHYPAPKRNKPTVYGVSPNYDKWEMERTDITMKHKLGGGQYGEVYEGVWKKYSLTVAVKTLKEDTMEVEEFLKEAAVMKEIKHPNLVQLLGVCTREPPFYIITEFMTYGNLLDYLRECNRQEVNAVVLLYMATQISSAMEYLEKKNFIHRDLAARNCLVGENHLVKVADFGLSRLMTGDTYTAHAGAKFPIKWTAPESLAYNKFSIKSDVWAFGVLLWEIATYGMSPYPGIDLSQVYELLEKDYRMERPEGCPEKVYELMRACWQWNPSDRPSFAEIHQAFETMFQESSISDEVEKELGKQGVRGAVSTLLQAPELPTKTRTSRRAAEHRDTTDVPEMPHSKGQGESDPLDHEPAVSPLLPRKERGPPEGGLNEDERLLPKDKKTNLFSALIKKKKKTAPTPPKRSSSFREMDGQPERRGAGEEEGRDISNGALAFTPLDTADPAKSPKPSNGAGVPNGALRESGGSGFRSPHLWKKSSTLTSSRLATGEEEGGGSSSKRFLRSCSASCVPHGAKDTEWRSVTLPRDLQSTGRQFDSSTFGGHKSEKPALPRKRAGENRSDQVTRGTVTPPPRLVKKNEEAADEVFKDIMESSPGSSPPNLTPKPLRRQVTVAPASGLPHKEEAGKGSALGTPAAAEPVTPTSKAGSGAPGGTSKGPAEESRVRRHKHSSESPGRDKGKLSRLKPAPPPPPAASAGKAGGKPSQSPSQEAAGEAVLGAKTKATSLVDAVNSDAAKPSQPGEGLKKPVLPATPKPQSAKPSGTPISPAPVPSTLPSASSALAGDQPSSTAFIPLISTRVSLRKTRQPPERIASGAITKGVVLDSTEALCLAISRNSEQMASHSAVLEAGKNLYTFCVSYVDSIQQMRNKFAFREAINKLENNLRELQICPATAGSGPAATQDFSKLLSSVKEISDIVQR
Target sequence (Q13671 whole entry, looked up): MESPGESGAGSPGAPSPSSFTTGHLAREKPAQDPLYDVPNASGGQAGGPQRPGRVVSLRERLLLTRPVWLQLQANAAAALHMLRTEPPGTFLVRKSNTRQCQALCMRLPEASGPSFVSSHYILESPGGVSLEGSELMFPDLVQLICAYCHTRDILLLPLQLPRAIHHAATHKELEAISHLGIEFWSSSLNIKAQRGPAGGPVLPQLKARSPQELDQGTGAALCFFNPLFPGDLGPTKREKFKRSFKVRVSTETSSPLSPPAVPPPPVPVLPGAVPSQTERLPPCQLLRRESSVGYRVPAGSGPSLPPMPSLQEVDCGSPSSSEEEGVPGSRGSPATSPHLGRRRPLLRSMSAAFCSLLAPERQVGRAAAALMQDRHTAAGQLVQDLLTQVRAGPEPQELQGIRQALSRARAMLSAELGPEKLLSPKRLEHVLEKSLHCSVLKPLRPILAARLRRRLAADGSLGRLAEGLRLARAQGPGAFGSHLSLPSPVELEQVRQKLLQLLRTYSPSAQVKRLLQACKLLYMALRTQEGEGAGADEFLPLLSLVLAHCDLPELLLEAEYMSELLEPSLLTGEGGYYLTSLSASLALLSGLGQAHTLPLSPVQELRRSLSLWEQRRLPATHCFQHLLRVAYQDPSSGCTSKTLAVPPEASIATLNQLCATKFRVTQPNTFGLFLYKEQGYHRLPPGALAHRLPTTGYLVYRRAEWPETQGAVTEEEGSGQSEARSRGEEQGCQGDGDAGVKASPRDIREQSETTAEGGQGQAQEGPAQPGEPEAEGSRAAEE
MLLE-PAM2 inh: blocks PAM2 peptide binding to the PABP1 MLLE domain; GST-MLLE / FITC-PAM2 fluorescence polarization; inhibition, % at 20 µM; 0.36% of 360,000 active; in the data active = inhibition above about 35%, passing the limit was not always enough;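 also: plate controls were DMSO wells with GST-MLLE for no effect and wells lacking GST-MLLE protein for full effect; some results filed as inactive read as strong as hits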
Tb MetRS inh: Trypanosoma brucei MetRS inhibition; purified T. brucei MetRS, ATP depletion, Kinase-Glo luminescence; AID 624268; 0.4% of 360,000 active; inhibition, % at 11.9 µM;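 active = inhibition above a per-plate cutoff of the control wells' mean inhibition plus 3 SD, cut at about 5.5% in these data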;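 also: 0% = DMSO wells median and 100% = median of wells with control inhibitor compound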
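Test system – parasite MetRS enzyme · Reagent – substrates ATP, L-methionine and bulk Escherichia coli tRNA · Doses – 11.9 µM compound single dose, 0.9% DMSO · Times – 15 min enzyme-compound preincubation, 2 h reaction, 10 min detection, 25 °C · Signal – Kinase-Glo luminescence, ATP depletion format · Controls – DMSO-only wells as low control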
Starred values were filed as active, the others as inactive; i = inactive; / = no result given.

SMILES	CSN inh	bovine MsrA act	E coli Lon inh	MsrA inh	Neddylation inh	FAS-TE inh	Rin1 Abl inh	MLLE-PAM2 inh	Tb MetRS inh
CCOc1ccc(OCCN2C(=O)NC(Cc3c[nH]c4ccccc34)C2=O)cc1 (stereo not drawn)	0	-4	0	-0.2	i	-8	-2	-4	-1.3
CCOC(=O)c1c(C)[nH]c(C)c1S(=O)(=O)N(C)CC(=O)Nc1ccccc1OC	5	-4	-6	0.4	i	-1	0	-10	-0.6
COc1ccc(-c2nc(N)nc(C)c2-c2ccc(Cl)cc2)c(O)c1	2	-2	-4	0.8	i	25	-3	4	-0.6
O=C(Nc1ccc2c(c1)OCCO2)NC12CC3CC(CC(C3)C1)C2	1	9.1*	-2	0.2	i	11	1	-10	-0.6
CCN1CCCC1CNC(=O)Cn1cc2c(n1)CCC(C)C2 (stereo not drawn)	-3	-5	-5	-1.3	i	-3	-1	9	1.8
CCOC(=O)c1c(C)[nH]c(C(=O)OCc2ccccc2)c1C	0	1	-7	-1.7	i	8	-1	-4	-0.2
COc1ccc(-n2nc(C(=O)NCC(=O)NC(C)C)c3ccccc3c2=O)cc1	-2	-1	-4	-0.4	i	1	0	15	-0.3
COc1ccc(NC(=O)C2(C)Cc3c(-c4ccccc4)ccnc3O2)cc1OC (stereo not drawn)	-1	1	3	-1.0	i	3	-1	4	0.2
C/C(=N\Nc1ccc(C(=O)O)cc1)c1ccc(Br)cc1	1	-4	-13	4.8*	i	2	-3	14	-0.2
Cc1[nH]nc(SCC(=O)NCC(C)C)c1[N+](=O)[O-]	1	-2	-10	3.0	i	-1	-2	0	-0.8

The final 6 records of the part before are carried over, then new ones follow.
SMILES	CSN inh	bovine MsrA act	E coli Lon inh	MsrA inh	Neddylation inh	FAS-TE inh	Rin1 Abl inh	MLLE-PAM2 inh	Tb MetRS inh
CCN1CCCC1CNC(=O)Cn1cc2c(n1)CCC(C)C2 (stereo not drawn)	-3	-5	-5	-1.3	i	-3	-1	9	1.8
CCOC(=O)c1c(C)[nH]c(C(=O)OCc2ccccc2)c1C	0	1	-7	-1.7	i	8	-1	-4	-0.2
COc1ccc(-n2nc(C(=O)NCC(=O)NC(C)C)c3ccccc3c2=O)cc1	-2	-1	-4	-0.4	i	1	0	15	-0.3
COc1ccc(NC(=O)C2(C)Cc3c(-c4ccccc4)ccnc3O2)cc1OC (stereo not drawn)	-1	1	3	-1.0	i	3	-1	4	0.2
C/C(=N\Nc1ccc(C(=O)O)cc1)c1ccc(Br)cc1	1	-4	-13	4.8*	i	2	-3	14	-0.2
Cc1[nH]nc(SCC(=O)NCC(C)C)c1[N+](=O)[O-]	1	-2	-10	3.0	i	-1	-2	0	-0.8
Cn1c(=O)c2c(-c3ccccc3)n(-c3ccc(N)cc3)cc2n(C)c1=O	10	-4	10	1.9	i	-2	6	57*	1.2
Cc1cnc(C(=O)OCC(=O)NCc2cccc(Cl)c2)cn1	6	-11	-6	-1.4	i	-9	0	-1	-0.2
COc1ccc(-n2nc(C(=O)NCC(=O)O)c3ccccc3c2=O)cc1	-6	-1	-1	0.8	i	-3	1	2	0.0
COc1ccc(/C=C2\CCCC3C2=NN(C(=O)c2ccco2)C3c2ccc(OC)c(OC)c2)cc1OC (stereo not drawn)	0	-3	-8	0.4	/	19	0	5	-0.9
O=C(CCN1CCCCCC1)Nc1ccc2c(c1)OCCO2	-3	3	-9	0.3	i	0	-1	12	0.7
CC(C)=CCC/C(C)=C/CNC(=O)C[C@H]1C[C@H](C(=O)N2CCOCC2)[C@@]2(C)c3[nH]c4cc(-c5ccco5)ccc4c3CCN2C1=O	8	-6	-3	/	/	18	1	-3	-2.1
CC(C)Cc1nnc(NC(=O)c2ccc3c(=O)n4c(nc3c2)CCC4)s1	-4	-8	-11	1.8	i	-2	2	-11	-0.1
COc1ccccc1N(CN1C(=O)c2ccccc2C1=O)C(=O)c1cccc(C)c1	-11	-3	2	-0.5	i	-5	-4	-5	-0.8
CCN=c1sc(C(=O)OC)cc(=O)n1CC	4	-3	-10	1.2	i	-8	1	13	-0.7
O=C(O)c1cccc(N2C(=O)C3C4C=CC(C4=C(c4ccccc4)c4ccccc4)C3C2=O)c1 (stereo not drawn)	-1	-1	-6	-1.1	i	36	4	-13	0.1
CC1=CC(C)(C)N(C(=O)CN2C(=O)CCC2=O)c2ccccc21	-3	0	-2	0.7	i	-7	-1	-7	-0.5
CCC1CCCCN1C(=O)COC(=O)c1cc2ccccc2cc1O (stereo not drawn)	-2	0	5	0.8	i	14	-3	-5	0.8
CCN(CC)S(=O)(=O)c1cccc(C(=O)N[C@H](C(=O)O)C(C)C)c1	2	-6	-8	-0.8	i	-7	0	-9	-0.1
COc1ccc(CN2CCOCCOCCN(Cc3ccc(OC)cc3)CCOCCOCC2)cc1	-3	-2	-7	-0.3	i	0	4	8	-0.6
[O-][n+]1ccc(C2CC2)cc1	-6	-2	-3	1.0	i	-6	-2	-3	-0.3
COc1cccc(NC(=O)CN(C)C(=O)c2c(C)noc2C)c1	-4	-2	0	-0.7	i	-2	2	-5	-0.3
CCC(Sc1nnnn1-c1ccccc1)C(=O)NC(C)c1ccccc1 (stereo not drawn)	1	-3	-4	/	i	1	-4	0	-0.5
C#CCNC(=O)C1=C[C@H](c2ccccc2)C[C@H](OCCCCO)O1	4	-3	-12	0.3	i	-8	1	-7	-0.2
Cc1n[nH]c(=O)c2c(NC(=O)CSc3nnc(C4CC4)n3C)oc(C)c12	-6	-5	1	1.7	i	-6	2	9	0.1
CC(C)C[C@H]1CNC(=O)C(=O)N1C[C@H]1CCCN1C[C@H](CC(C)C)N1C[C@H](CC(C)C)N(CCc2ccccc2)C(=O)C1=O	-3	-1	0	0.6	i	-5	/	/	-1.1
COc1ccc(OC)c(NC(=O)C2CC(/C=C/c3ccccc3)=NO2)c1 (stereo not drawn)	5	-2	17	0.0	i	17	1	1	-0.8
COc1ccc2cc(CCNC(=O)C3CC3)c(=O)[nH]c2c1	1	-4	-3	3.2	i	-9	3	11	-0.7
CCCCc1ccc(NS(=O)(=O)c2cccc(C(=O)N3CCCN(C)CC3)c2)cc1	1	-5	13	-1.7	i	1	2	-5	-0.5
Cn1cc(S(=O)(=O)N2CCCC2)cc1C(=O)NCc1ccccc1Cl	1	-9	0	-1.0	i	-2	0	15	-0.9
CC1CCC2(CC1)NC(=O)N(CC(=O)N1CCN(c3ccccc3)CC1)C2=O (stereo not drawn)	-2	-1	-28	-0.4	i	-8	1	8	-0.2
CCOC(=O)C1=C(c2ccccc2)c2ccccc2N(S(=O)(=O)C(F)(F)F)C1C(=O)OCC (stereo not drawn)	-1	-1	1	0.5	i	12	-3	10	0.6
Cc1ccc(NC(=O)CCC(=O)c2cccs2)nc1	32	-3	-2	-1.1	i	-4	-1	-12	-0.2
O=C(CN1CCCC1)Nc1ccc(F)c(Cl)c1	0	-1	-16	-1.6	i	-5	5	0	3.7
COc1cccc(-c2cc(C(=O)N3CCCc4ccccc43)no2)c1	1	-2	8	-0.2	i	27	0	2	0.1
CC(O)Cn1c(N2CCCC2)nc2c1c(=O)n(C)c(=O)n2C (stereo not drawn)	1	-3	-8	0.4	i	-2	2	-6	-0.2
COC(=O)c1ccc(Oc2nc(NC(C)C)nc(N(C)C)n2)cc1	0	0	1	1.2	i	-1	0	0	-0.4
Cc1ccc(Nc2nc(-c3cccs3)cs2)nc1	10	-1	-4	1.1	i	19	2	0	-1.0
Clc1ccc2nc(-c3ccccn3)c(Nc3ccc4c(c3)OCO4)n2c1	8	-3	-12	-0.6	i	12	1	-3	-0.5
Clc1ccc(CN2CCCCCCC2)cc1Cl	0	-8	-6	1.8	i	-1	-2	5	-2.4
CCCNC(=O)c1cc(S(=O)(=O)N2CCCCC2)ccc1N1CCOCC1	-3	-3	-10	0.4	i	-3	-3	-6	-0.2
CCN1CCN(C(c2cc(OC)ccc2OC)c2nnnn2Cc2ccccc2)CC1 (stereo not drawn)	2	-5	-6	-1.0	i	-1	4	-5	-0.9
CC1CC(=O)N(CC(=O)Nc2ccc3c(c2)OCO3)c2ccccc2S1 (stereo not drawn)	-4	-4	-7	0.9	i	1	5	0	-0.7
COc1cc(/C=N/NC(=O)c2cc(C)n(-c3ccc(F)cc3)c2C)cc(OC)c1O	-5	-3	6	2.9	/	-3	0	-20	-0.2
COc1ccc(C(=O)N(CCc2ccccc2)Cc2ccccc2)cc1S(=O)(=O)N1CCOCC1	-5	-1	1	-1.2	i	7	1	-13	-0.3
O=C(NCc1ccccc1)C(=O)NCC1OCCN1S(=O)(=O)c1ccc(Br)cc1 (stereo not drawn)	6	-6	-3	-0.4	i	2	3	-15	-0.9
O=C(Oc1ccc(-c2nnco2)cc1)N1CCCCC1	4	-11	9	0.1	i	-10	2	-2	-0.8
Cc1ccc(S(=O)(=O)NC(=O)N(C)C2CCCCC2)cc1	0	-5	1	-0.5	i	-1	-1	11	-0.1
CC(N=C(NS(=O)(=O)c1ccc(Cl)cc1)c1ccccc1)C(=O)O (stereo not drawn)	-2	-1	2	-1.6	i	-8	-1	6	0.2
CCOc1cc(CN2CCCC(CNC(=O)c3ccc(F)cc3)C2)ccc1OC (stereo not drawn)	2	-5	0	1.1	i	-5	-2	-4	0.2
Cc1ccc(-c2nc(N)sc2CC(=O)OCC(=O)NCC2CCCO2)cc1 (stereo not drawn)	3	-3	-9	-0.6	i	-11	0	2	-0.8
CCCSc1nnc(Cn2c(=O)sc3ccccc32)n1C	1	-3	-15	1.1	i	-3	1	-8	-0.2
Fc1ccc2[nH]c3c(c2c1)CN(C(=S)NCc1ccccc1)CC3	-3	-6	1	1.1	i	30	1	-131	5.1
O=C(/C=C/c1ccco1)c1ccccc1O	-1	-4	3	1.4	i	0	-3	12	-0.2
Cc1ccc2nc(N(CCN(C)C)C(=O)c3ccc4ccccc4c3)sc2c1	-4	-5	-7	/	i	19	8	-10	-0.3
COc1ccc(-n2c(C)nc(N)c2C(=O)c2ccccc2)cc1	3	-6	2	2.8	i	-1	-5	9	0.1
(list continues)
SMILES	CSN inh	bovine MsrA act	E coli Lon inh	MsrA inh	Neddylation inh	FAS-TE inh	Rin1 Abl inh	MLLE-PAM2 inh	Tb MetRS inh
Oc1oc(-c2ccccc2)nc1C=Nc1ccccc1	1	-5	4	-1.1	i	8	-1	-9	1.1
CCOC(=O)c1ccc(N2C(=O)C=C(N3CCOCC3)C2=O)cc1	0	-7	-8	0.7	i	-7	-4	-10	-1.1
COc1cc(NC(=O)CN2C(=O)COc3ccccc32)cc(OC)c1	2	-1	-2	-1.0	i	-4	4	2	-0.1
c1ccc(CN2CCN(C3CCCSc4ccccc43)CC2)cc1 (stereo not drawn)	2	-7	11	-1.7	i	28	-4	12	-0.7
COC(=O)c1ccccc1NC(=O)N1CCN(C/C=C/c2ccccc2)CC1	-4	-2	0	-1.2	i	15	2	3	0.4
O=C(NCCCN1CCOCC1)c1ccc(Br)cc1	-3	-2	8	0.1	i	-6	-2	-12	-1.2
Cc1ccc(C=Nc2ccccc2C(N)=O)s1	-11	-5	-1	0.0	/	-9	2	11	-0.4
c1ccc(COc2ccccc2CNc2nn[nH]n2)cc1	2	-1	-5	0.9	i	-19	2	9	-0.3
CC(=O)Oc1cccc(Nc2ncnc3ccccc23)c1	2	-8	-5	1.2	i	-5	1	-6	-0.3
COc1ccc(C(=O)N(Cc2sccc2C)C2CCS(=O)(=O)C2)cc1 (stereo not drawn)	-2	-2	6	1.0	i	-6	0	-3	-0.3
